Growth percent in the NCI-60 one-dose screen (48 h, 10 µM unless noted): 100 = growth as untreated, 0 = no growth, -100 = all killed.
UACC-257: UACC-257 melanoma; AID 1794764; hit rate 4.4% among 78,000
MDA-MB-435: MDA-MB-435 melanoma. hit rate 7.8% among 82,000. AID 1794794
SK-MEL-5: SK-MEL-5 melanoma; AID 1794755; hit rate 6.4% among 80,000
MALME-3M: MALME-3M melanoma; hit rate 5.8% among 78,000; AID 1794766
SK-MEL-28: SK-MEL-28 melanoma. hit rate 4.1% among 81,000
UACC-62: UACC-62 melanoma | hit rate 5.4% among 81,000 | AID 1794756
M14: M14 melanoma | AID 1794745 | hit rate 6.2% among 80,000
SK-MEL-2: SK-MEL-2 melanoma; hit rate 4.7% among 77,000; AID 1794763
Active calls of the source: *; x = no result given; & = joins results of further samples; [ ] = dose if it differs, or a comment. The calls were made as follows: active = growth percent below 10; inactive = the rest.

SMILES	UACC-257	MDA-MB-435	SK-MEL-5	MALME-3M	SK-MEL-28	UACC-62	M14	SK-MEL-2
COc1ccc2[nH]c(O)c(/C=c3/cc4c(c(-c5ccc(F)c(OC)c5)n3)=Nc3ccccc3-4)c2c1	103.4	6.8*	57.2	-55.6*	-51.2*	79.8	-8.6*	96.3
O=C(CCN1CCN(CCC(=O)c2ccc(Cl)cc2)CC1)c1ccc(Cl)cc1	101.5	107.0	101.3	86.9	115.0	109.5	94.5	90.5
C=C(C)[C@@H]1CC[C@]2(C(=O)NCCNCCN)CC[C@]3(C)[C@H](CC[C@@H]4[C@@]5(C)CCC(=O)C(C)(C)[C@@H]5CC[C@]43C)[C@@H]12	103.4	100.1	103.0	106.7	105.7	93.5	97.1	115.7
Cc1ccc(S(=O)(=O)N(C)C2c3ccccc3Oc3ccccc32)cc1	x	98.3	84.7	x	98.2	60.2	87.9	91.1
O=C(Nc1ccc(Cl)cc1C(=O)Nc1ccncc1)c1ccc(Cl)cc1Cl	104.6	108.7	93.9	105.4	125.3	104.6	101.5	103.6
O=C(O)c1ccccc1Oc1cc(-c2ccco2)nc(OCCn2ccnc2)n1	104.4	101.0	98.1	96.9	126.1	86.7	98.3	100.6
COC(=O)C(N)CSCc1ccccc1 (centres undefined)	x	98.0	103.3	102.3	111.3	103.4	101.1	98.0
O=C(Nc1cccc(F)c1)Nc1ccccc1B(F)F	x	97.3	99.8	104.7	110.3	95.3	112.3	115.5
CCOc1ccc2ccccc2c1C(Cc1ccccc1)NC (centres undefined)	110.2	82.2	95.4	103.3	97.4	95.4	77.3	90.3
COc1ccccc1Nc1nc(N)nc2c1CCc1occc1-2	99.4	99.7	101.1	106.4	114.1	84.7	108.4	99.8
O=C1NCCN1/N=C/c1ccc([N+](=O)[O-])o1	100.1	x	98.9	x	108.7	101.4	98.9	111.4
COc1cc(OC)c2oc(=O)cc(-c3nc4cc(Cl)c(F)cc4s3)c2c1	73.2	79.4	66.0	x	86.8	x	84.0	95.6
C1CN=C2CCCN2C1	132.4	108.4	103.0	152.3	134.9	99.7	112.3	110.2
CCCCN(CCO)CC(O)Cn1cnc2c(N)ncnc21 (centres undefined)	99.5	99.5	104.1	90.5	110.1	94.9	99.9	102.7
CCOc1ccc(NC(=O)NNC(=O)c2ccncc2)cc1	102.7	103.6	107.6	x	129.1	108.1	120.0	104.3
O=C(N/N=C/c1ccccc1O)c1ccccc1Nc1ccnc(C(F)(F)F)c1	-0.7*	32.4	-64.5*	-1.0*	28.3	-19.1*	-14.3*	x
O=c1cc[nH]cc1[N+](=O)[O-]	91.1	115.7	112.2	107.5	115.2	93.5	102.2	92.4
COc1ccc(C)cc1N	106.3	104.9	97.8	100.8	104.6	107.2	100.4	108.7
Cc1ccc(S(=O)(=O)N(CCCc2c(C)nc[nH]c2=O)c2ccccc2)cc1	110.9&113.3	104.8&112.3	102.4&110.5	103.8	112.7&114.6	96.8&89.1	111.9&102.0	106.4&98.4
COC(=O)[C@@H]1CCCN1C(=O)CCCCOc1cc(O)c2c(=O)cc(-c3ccccc3)oc2c1	100.8	111.6	97.6	95.3	155.6	95.2	105.9	114.9
NS(=O)(=O)c1ccc(CCn2c(SCc3ccc(Br)cc3)nc3ccccc3c2=O)cc1	98.2	109.3	100.7	109.5	111.6	82.8	114.0	95.4
O=c1c2ccccc2nc(CN2CCOCC2)n1/N=C/c1ccc([N+](=O)[O-])cc1	110.9	102.7	101.2	103.4	102.8	97.8	105.3	107.7
C[C@@H]1C(=O)CC[C@H]2[C@@]1(C)CC[C@H]1C(=O)O[C@H](c3ccoc3)C[C@]21C	91.0	104.3	96.4	110.9	103.8	93.0	98.7	79.8
C=C(/C=C/c1ccc(OC)cc1)CC(=C)/C=C/c1ccc(OC)cc1	107.9	104.7	105.5	99.7	118.5	107.5	101.4	x
Nc1nc2c(s1)C[C@@H](NC(=S)Nc1ccc(Cl)cc1Cl)CC2	83.7	80.3	75.5	102.1	101.8	75.4	90.3	89.7

Only UACC-257, MDA-MB-435 and UACC-62, for some of the entries so far:
| smiles | UACC-257 | MDA-MB-435 | UACC-62 |
| --- | --- | --- | --- |
| O=c1cc[nH]cc1[N+](=O)[O-] | 91.1 | 115.7 | 93.5 |
| COc1ccc(C)cc1N | 106.3 | 104.9 | 107.2 |
| Cc1ccc(S(=O)(=O)N(CCCc2c(C)nc[nH]c2=O)c2ccccc2)cc1 | 110.9&113.3 | 104.8&112.3 | 96.8&89.1 |
| COC(=O)[C@@H]1CCCN1C(=O)CCCCOc1cc(O)c2c(=O)cc(-c3ccccc3)oc2c1 | 100.8 | 111.6 | 95.2 |
| NS(=O)(=O)c1ccc(CCn2c(SCc3ccc(Br)cc3)nc3ccccc3c2=O)cc1 | 98.2 | 109.3 | 82.8 |

Returning to the listing, repeating the 3 entries before the break.
SMILES	UACC-257	MDA-MB-435	SK-MEL-5	MALME-3M	SK-MEL-28	UACC-62	M14	SK-MEL-2
C[C@@H]1C(=O)CC[C@H]2[C@@]1(C)CC[C@H]1C(=O)O[C@H](c3ccoc3)C[C@]21C	91.0	104.3	96.4	110.9	103.8	93.0	98.7	79.8
C=C(/C=C/c1ccc(OC)cc1)CC(=C)/C=C/c1ccc(OC)cc1	107.9	104.7	105.5	99.7	118.5	107.5	101.4	x
Nc1nc2c(s1)C[C@@H](NC(=S)Nc1ccc(Cl)cc1Cl)CC2	83.7	80.3	75.5	102.1	101.8	75.4	90.3	89.7
COc1ccc2oc(=O)c(C3(C)NC(=O)c4c(/C=C/C(=O)OC(C)(C)C)cccc4N3)cc2c1 (centres undefined)	32.6	46.7	-59.8*	40.5	40.6	20.4	48.7	7.6*
COc1nccc2c(Nc3ccc(Cl)cc3)nc(N)nc12	107.7	x	98.8	113.4	114.4	95.8	92.4	108.5
CS(=O)(=O)Nc1ccc(CNC(=O)c2ccccc2Nc2ccnc(C(F)(F)F)c2)cc1	100.1	95.1	93.0	66.8	105.3	98.1	102.8	98.0
CC(=O)O[C@H]1C2=C(C)CC[C@H]2[C@]2(C)O[C@@]1(C(C)C)C[C@H]2OC(=O)CO	99.9	106.6	100.6	91.0	103.3	89.2	101.2	101.0
O=c1c2cc(F)ccc2sc2c(N3CCOCC3)nc3ccccc3c12	107.4	111.3	99.2	121.6	121.1	98.7	117.3	113.2
C#CC1(NC(=S)Nc2ccc(C)cc2)CCCCC1	104.8	105.8	96.8	103.7	108.7	92.7	103.4	108.7
COc1ccc(-c2cc(Cl)cc3c(=O)nc(N4CCOCC4)oc23)cc1	102.6	102.4	94.3	96.0	103.9	92.2	107.0	105.0
O=C(NCCc1c[nH]c2ccccc12)C1Cc2ccccc2CN1C(=O)c1ccco1 (centres undefined)	x	115.8	95.6	96.2	115.5	93.4	107.1	69.5
CCCCCCCCCCc1ccc(C(=O)N[C@@H](CO)C(=O)N[C@H](C(=O)N[C@@H](C)C(=O)N[C@H](C(N)=O)[C@@H](C)CC)[C@@H](C)OP(=O)(O)O)cc1	102.8[50 µM]	105.5[50 µM]	106.6[50 µM]	102.7[50 µM]	114.9[50 µM]	105.0[50 µM]	108.8[50 µM]	106.9[50 µM]
Cn1cc(-c2cc3nc(-c4c[nH]c5ccc(Cl)cc45)cc(N)n3n2)c2ccccc21	-84.8*	-84.7*	-84.8*	-74.4*	-97.4*	-70.9*	-89.6*	-89.8*
O=C(NO)c1cc(O)c(O)c(O)c1	119.5	103.5	97.8	125.4	108.7	71.3	117.3	108.0
COc1cc2oc(-c3cccc(NC(=O)[C@H](C)NC(=O)[C@H](C)N)c3)cc(=O)c2c(OC)c1OC	102.0	102.2	97.2	111.0	109.7	91.7	106.5	105.8
CN1C(=O)C(=Cc2coc3ccc(Br)cc3c2=O)C(=O)N(C)C1=O	101.5	109.0	93.8	138.8	102.8	83.4	99.8	111.3
CCN(CC)CCOc1ccc(/C(=C(\C)Cc2ccc(Cl)cc2)c2ccc(Cl)cc2)cc1	89.9	93.0	96.5	81.8	97.7	96.6	95.5	103.7
COc1ccc2[nH]c3c(=O)sc(C(=O)O)cc3c2c1	104.6	105.5	99.8	103.6	114.0	99.8	101.4	116.5
Cc1ccc(C(C)C)c(OC(=O)C(C)C)c1	77.5	99.9	94.4	95.1	106.4	x	89.9	82.5
CCOc1cc(Br)c(C(C)NC(=O)c2cccc(OC)c2)cc1OCC (centres undefined)	-66.9*	6.4*	45.1	-9.3*	5.8*	-56.2*	-67.2*	80.9
COc1ccc(S(=O)(=O)Nc2cc(Sc3cccc4cccnc34)c(O)c3ccccc23)cc1	-17.0*	16.4	-32.7*	6.2*	-2.3*	-28.1*	-13.4*	5.1*
Cc1ccc(N(C(=O)C2CC2c2ccc(F)c(F)c2)C(C(=O)NCCN2CCOCC2)c2ccc(Cl)cc2)cc1 (centres undefined)	75.9	101.3	76.2	93.3	96.7	73.9	84.4	92.7
C/C(=C(/c1ccc(Cl)cc1)c1ccc(OCCCN(C)C)cc1)c1ccc(Cl)cc1	103.3	92.6	93.8	96.4	99.5	108.8	91.5	98.5
CCOC(=O)C1=C2C(=O)[C@@]3(C)C=C(C)C[C@H]3C[C@H](C)[C@H]2CC[C@@H]1C	90.5	108.0	104.8	92.2	111.1	x	101.1	96.8
CC1=Nc2cnc(Nc3ccc(N4CCNCC4)cc3)nc2Nc2ccccc21	82.1	101.0	88.2	88.5	101.2	98.8	102.2	111.6
C=CCc1cc(OC)cc(CC=C)c1O	109.3	109.5	108.6	69.2	114.2	102.0	104.9	103.9
CCCCCCCCCCCCCCCCCCOc1cccc(CC(=O)OCC[N+]2(C)CCOCC2)c1	109.5	99.8	95.9	101.4	102.0	83.0	87.9	116.6
COc1cc(Nc2nc(NCCN)nc3cc[nH]c(=O)c23)cc(OC)c1	72.5	69.6	81.6	46.9	102.1	57.2	49.7	30.8
(further entries)
SMILES	UACC-257	MDA-MB-435	SK-MEL-5	MALME-3M	SK-MEL-28	UACC-62	M14	SK-MEL-2
O=C1CNC(=O)c2cc(Cl)ccc2N1	104.6	99.5	105.2	109.1	101.9	101.8	102.2	107.8
S=C(Nc1ccc(-c2nc(N3CCOCC3)c3cccn3n2)cc1)Nc1cccnc1	50.9	31.8	58.2	24.7	45.9	25.4	32.1	43.5
CC(C)CCC[C@@H](C)[C@H]1CC[C@H]2[C@@H]3CC[C@H]4C[C@@H](N)CC[C@]4(C)[C@H]3CC[C@]12C	x	80.8	94.5	82.9	98.4	59.5	65.4	88.4
N=C(N)SCNC(=O)NCSC(=N)N	97.3	114.0	93.3	95.9	94.0	99.3	100.7	91.1
Cc1ccn2c(C(=O)NCc3ccc(OCc4cn(Cc5ccccc5)nn4)cc3)c(C)nc2c1	98.2	101.3	69.3	98.5	97.4	74.0	97.6	100.3
COc1ccc(-c2cc(-c3ccc(Cl)cc3)c(C#N)c(=O)n2CCCCC(=O)O)cc1	107.9	101.9	92.7	112.3	107.6	92.4	x	113.5
N#CC1=C(/N=C/c2ccccc2)Oc2c(ccc3ccccc23)C1c1ccccc1Cl (centres undefined)	105.2	109.2	88.8	100.1	123.6	85.9	109.5	108.5
O=C(O)CCCCCCCCCCN1C(=O)/C(=C/c2cnc(-c3ccccc3)s2)SC1=S	100.9	87.0	93.1	103.1	97.4	76.4	100.8	93.2
Nc1ccc(Oc2ccc(-c3ccccc3)cc2)cc1	100.3	114.4	112.4	103.0	115.7	92.9	106.8	105.2
Clc1ccc(OCc2nnc(-c3ccccc3Cl)o2)c(Cl)c1	55.0	110.3	101.2	99.5	112.2	86.1	97.0	86.2
CCC(=O)OC1=C(C)SC2=NC(c3ccc(Cl)cc3)=CC(c3cc(OC)c(OC)c(OC)c3)N21 (centres undefined)	100.9	109.0	100.1	101.0	110.5	100.7	99.0	99.0
NCCNC(=O)c1cccc(COc2ccccc2NC(=O)c2cc(Cl)c(Cl)[nH]2)c1	98.9	100.6	99.4	100.5	94.8	87.3	100.6	106.3
Nc1nc(-c2c(Cl)cccc2Cl)cc(-c2cc3cc(Br)ccc3oc2=O)n1	122.5	100.1	99.7	x	101.9	80.9	93.2	102.8

High-throughput results from PubChem.
